Compound activity as filed in PubChem BioAssay.
RECQ1 helicase: inhibitors of human RECQ1 DNA helicase; RECQ1 DNA unwinding, red fluorescence kinetic read; Potency, µM (titrated, usually from 57.3 µM), without a hit: top-dose activity, negative = inhibition, actives largely listed as inhibitors; 240,000 compounds, 0.54% hits;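 note: plate controls were vehicle for no effect and no enzyme for full effect; nearly all actives have a fitted effect of over 30% in size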
Target sequence (P46063 whole entry, looked up): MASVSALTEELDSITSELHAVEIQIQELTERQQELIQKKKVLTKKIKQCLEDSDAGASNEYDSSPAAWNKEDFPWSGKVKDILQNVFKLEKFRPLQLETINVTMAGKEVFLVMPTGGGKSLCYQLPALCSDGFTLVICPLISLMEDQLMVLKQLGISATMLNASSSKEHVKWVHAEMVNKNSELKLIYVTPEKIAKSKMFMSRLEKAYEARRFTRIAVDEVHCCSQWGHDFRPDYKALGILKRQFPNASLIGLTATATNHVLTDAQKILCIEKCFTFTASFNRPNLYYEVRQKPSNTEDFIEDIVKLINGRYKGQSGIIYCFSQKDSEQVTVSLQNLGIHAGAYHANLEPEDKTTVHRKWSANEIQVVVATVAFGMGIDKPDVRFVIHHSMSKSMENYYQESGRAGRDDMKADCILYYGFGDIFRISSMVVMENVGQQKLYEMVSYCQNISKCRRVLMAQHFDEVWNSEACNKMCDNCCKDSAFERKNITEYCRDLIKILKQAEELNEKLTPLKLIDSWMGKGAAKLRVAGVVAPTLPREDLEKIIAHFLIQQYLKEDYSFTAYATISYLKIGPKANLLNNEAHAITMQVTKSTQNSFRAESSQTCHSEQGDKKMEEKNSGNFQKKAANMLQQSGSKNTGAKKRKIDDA
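50 nM RECQ1T1 preincubated 15 min with compound in Tris pH 8.0 buffer with MgCl2, DTT, Tween-20 and 2.5 ug/ml poly(dI-dC); started with 200 nM TAMRA/BHQ-2 forked duplex and 2 mM ATP. Unwinding read as fluorescence (525/598 nm), two reads 2 h apart.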
TRb SRC2 PPI: disrupts binding of human TR beta to SRC2; Potency, µM (titrated, usually from 106 µM), inactives show at the top dose activity change, negative = inhibition, hits mostly inhibitors; TRbeta-SRC2 peptide binding, fluorescence polarization; receptor liganded with 1 µM T3; 280,000 compounds, 0.065% hits;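 note: plate controls were bound peptide for no effect and peptide without receptor for full effect; nearly all actives have a fitted effect of over 50% in size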
Target sequence (P10828 whole entry, looked up): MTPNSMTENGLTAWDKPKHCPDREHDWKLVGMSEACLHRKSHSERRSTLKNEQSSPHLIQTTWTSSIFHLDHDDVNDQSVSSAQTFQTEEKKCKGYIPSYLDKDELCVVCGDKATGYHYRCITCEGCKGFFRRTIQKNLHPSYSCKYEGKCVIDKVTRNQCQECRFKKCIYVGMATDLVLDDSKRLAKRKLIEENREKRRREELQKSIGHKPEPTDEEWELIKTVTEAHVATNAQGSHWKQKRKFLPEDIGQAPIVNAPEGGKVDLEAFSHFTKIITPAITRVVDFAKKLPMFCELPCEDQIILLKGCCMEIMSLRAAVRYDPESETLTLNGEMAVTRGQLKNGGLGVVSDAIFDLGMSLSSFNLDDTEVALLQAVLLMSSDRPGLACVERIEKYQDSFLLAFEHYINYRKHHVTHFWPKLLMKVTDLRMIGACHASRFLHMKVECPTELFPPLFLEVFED
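TRb LBD 0.6 uM + Texas Red SRC2 peptide 20 nM, 1 uM T3, Tris buffer w/ 5% DMSO; compound pinned, 5 h RT; FP read ex 555/em 632; normalized to unbound and bound controls.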
RGS12 GoLoco inh: RGS12 GoLoco-Gai1 interaction inhibition | Gai1:RGS12 GoLoco peptide FP, rhodamine, 10 min | P63096 | Potency, µM (series often up to 61.6 µM), for inactives: at the top dose activity, negative = inhibition, hits mostly inhibitors | 230,000 compounds, 0.44% hits; active = well fitted inhibition curve with a large enough effect, not every such curve was filed as active; inactive = no such curve, though single readings can be large or run the other way; note: nearly all actives have a fitted effect of over 30% in size; many of its hits are not listed in these tables
KDM4E inh: inhibitors of human JMJD2E histone demethylase. B2RXH2. JMJD2E catalytic domain, FDH-coupled NADH fluorescence (FDH is formaldehyde dehydrogenase). Potency, µM (top dose mostly 57.1 µM), inactives show at the highest dose activity change, negative = inhibition, most hits filed as inhibitors. 230,000 compounds, 1.6% hits. AID 2147; active = well fitted inhibition curve with a large enough effect, not every such curve was filed as active; inconclusive = small, poorly fitted or top-dose-only effect, or another doubt; inactive = no such curve, though single readings can be large or run the other way;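 note: 0% = wells with enzyme and -100% = buffer wells without enzyme; nearly all actives have a fitted effect of over 50% in size; many of its hits are not listed in these tables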
TexasRed fluor: counter-screen for TRb-SRC2 inhibitors: fluorescence interference; TRb/SRC2 Texas Red total fluorescence interference; Potency, µM (top dose mostly 106 µM), for inactives: at the highest dose fluorescence change, negative = quenching; 280,000 compounds, 0.29% hits; AID 1479; active = well fitted curve in either direction with a large enough effect; inconclusive = small, poorly fitted or top-dose-only effect
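Human TRb ligand-binding domain at 0.6 uM with 20 nM Texas Red SRC2 peptide in Tris buffer containing 1 uM T3 and 5% DMSO, incubated with compound 5 h at ambient temperature. Total fluorescence (555/632 nm) calculated as parallel + 2 × perpendicular.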
Tau FP inhib: tau fibrillization inhibition (FP); 280,000 compounds, 0.39% hits; K18 P301L tau heparin fibrillization, Alexa594 FP, 6 h; P10636; Potency, µM (series often up to 57.7 µM), inactives show top-dose activity, negative = inhibition, usual class: inhibitors; AID 1468; note: nearly all actives have a fitted effect of over 55% in size
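Heparin (20 uM) drove fibril formation of recombinant tau K18 P301L, 15 uM unlabeled with 0.24 uM Alexa 594 label, for 6 hr at 37 C in 100 mM sodium acetate pH 7. Fluorescence polarization (555/632 nm) read 1 hr after 30 uM ThT.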
Tau fibril ThT: blocks human tau fibril formation measured by thioflavin T | P10636 | 270,000 compounds, 2.1% hits | recombinant tau K18 P301L, heparin-induced fibrillization, ThT fluorescence | AID 1460 | Potency, µM (highest dose often 57.4 µM), for the others: top-dose activity, negative = inhibition, usual class: inhibitors; note: nearly all actives have a fitted effect of over 55% in size
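ThT emission at 510 nm, taken 1 hr after adding 30 uM dye, quantifies aggregates formed when 20 uM heparin acts on human tau K18 P301L for 6 hr at 37 C.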
L3MBTL1 inh: inhibitors of human L3MBTL1 | Q9Y468 | AlphaScreen L3MBTL1–H3K9me1 peptide binding | Potency, µM (series often up to 57.1 µM), for inactives: top-dose activity, negative = inhibition, usual class: inhibitors | 230,000 compounds, 0.66% hits; note: nearly all actives have a fitted effect of over 60% in size
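L3MBTL1 50 nM + b-AHA-H3(1-15)K9me1 75 nM, 30 min RT; compound added, 30 min RT; streptavidin donor/Ni-chelate acceptor beads 10 ug/mL each final, 30 min RT dark; AlphaScreen read.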
* = called active by the depositor; i = inactive; ? = inconclusive; . = not tested or not shown; & = joins results of further samples; [ ] = dose if it differs, or a comment. Unless noted, calls come from the whole dose curve; as a rule, active = well fitted curve in the direction sought with a large enough effect; inconclusive = small, poorly fitted or top-dose-only effect, or another doubt; inactive = no such curve, though single readings can be large; an effect the other way counts as inactive or inconclusive. Unless noted, % is set by controls: 0 for no effect and ±100 for the full control effect; potency is the fitted concentration of half-maximal effect. This is a subset, so the mix of outcomes need not match the whole.

SMILES | RECQ1 helicase | TRb SRC2 PPI | RGS12 GoLoco inh | KDM4E inh | TexasRed fluor | Tau FP inhib | Tau fibril ThT | L3MBTL1 inh
CNC(=O)CSc1nnc(-c2cccnc2)n1-c1ccc(C)cc1 | i | -7.2% | 10.8% | 15.4% | 0.2% | -0.4% | -7.8% | 1.5%
CCOC(=O)Cc1csc(NC(=S)NC(=O)c2ccccc2C)n1 | -10.8% | 0.1% | 7.0% | 4.8% | -2.3% | -2.4% | -11.9% | 0.9%
CCc1ccc(-c2nc3cc(NC(=O)c4ccc(F)cc4)ccc3o2)cc1 | . | -7.9% | . | . | 6.4% | -2.5% | ? | .
CC(Sc1nnc(NC(=O)c2cc3ccccc3oc2=O)s1)c1ccccc1 (stereo not given) | i | -17.5% | 3.2% | 5.0% | -0.4% | -4.5% | 7.5% | 5.8%
Cc1onc(-c2ccccc2)c1C(=O)NC(=S)NNC(=O)c1ccco1 | -7.7% | -2.7% | 5.4% | -22.9% | -6.7% | 2.6% | -13.9% | 6.3%
CCOC(=O)Cc1csc(/N=C/c2c(O)n(-c3ccc(C)cc3C)c(=O)c3ccccc23)n1 | -3.4% | -0.4% | 10.4% | ? | -0.5% | 3.5% | -8.0% | -9.4%
CCOC(=O)C1CCN(c2nc(-c3ccc(C)cc3)nc3ccccc23)CC1 | -16.4% | 3.4% | 1.5% | -13.1% | 0.0% | 3.1% | -9.9% | .
CCOC(=O)C(NC(=O)CC)(Nc1ccc(S(=O)(=O)Nc2onc(C)c2C)cc1)C(F)(F)F (stereo not given) | i | -12.0% | 3.1% | -5.3% | -0.6% | -1.6% | -8.2% | -2.8%
O=C(NNS(=O)(=O)c1ccccc1)c1ccncc1 | -6.1% | -2.6% | -1.8% | -21.2% | -1.6% | -6.0% | -2.3% | 0.0%
COc1cccc(-c2c(NC(=O)c3ccco3)n(-c3ccc(C)cc3)nc(C)c2=O)c1 | -12.4% | 3.9% | . | -1.6% | 0.3% | 5.0% | -6.3% | 7.3%
Nn1c(SCc2cc([N+](=O)[O-])cc3c2OCOC3)nnc1-c1ccccn1 | i | 0.8% | 10.2% | 3.1% | 0.1% | -1.5% | -5.8% | 0.8%
COc1ccc(-n2nnc(-c3nsc(NC(=O)c4ccc(C)c(C)c4)n3)c2C)cc1Cl | . | 3.7% | . | . | -0.2% | ? | ? | .
OCCN1CCN(CCCN2c3ccccc3C=Cc3ccccc32)CC1 | -8.8%&-5.3% | -3.5%&4.6%&1.2% | 11.2%&14.1% | 7.4%&-3.1% | -6.2%&-1.0%&1.1% | -5.0%&-13.5% | -8.1%&-15.0% | .
CNc1nc2[nH]c(=O)c3c(c2s1)OC(N)=C(C#N)C3c1cccc(F)c1 (stereo not given) | -4.9% | 8.1% | 208.1%[activator] | -0.6% | -3.2% | -3.1% | 1.5% | -1.9%
Cc1ccc(NC(=O)CN(C)Cc2nc3ccccc3c(=O)[nH]2)c(Br)c1 | i | -8.6% | -1.5% | 1.3% | 0.6% | 1.4% | -16.6% | .
NC(=O)Cc1ccc(C(=O)c2ccc(Cl)cc2)s1 | i | 16.5% | 9.5% | -3.3% | 8.0% | -5.7% | -4.7% | .
CCOc1cc(C(=O)Nc2ccc3c4c(cccc24)C(=O)N3CC)cc(OCC)c1OCC | i | -14.2% | -3.7% | 7.6% | 1.1% | -0.7% | ? | .
COC(=O)C1=C(C)NC(C)=C(C(=O)OCCNCc2ccccc2)C1c1cccc([N+](=O)[O-])c1 (stereo not given) | i | -3.9% | 5.9% | . | -22.1% | 4.7% | ? | .
N=C1C(=O)OCC1c1ccccc1NC(=O)Nc1ccccc1 (stereo not given) | -4.1% | -3.5% | 3.6% | ? | 0.2% | -5.9% | 6.7% | 3.1%
O=C(O)CC1C(=O)NCCN1Cc1ccc(F)c(F)c1 (stereo not given) | i | 4.9% | -8.7% | -0.8% | -9.8% | 4.1% | 8.0% | ?
Cc1cc(C)n(CC(=O)N2N=C(C(F)F)CC2(O)C(F)F)n1 (stereo not given) | -0.1% | -8.0% | -1.1% | 4.7% | 0.7% | -7.8% | 8.0% | 4.1%
CNC(=O)c1ncoc1-c1ccc(Cl)cc1 | 2.7% | 1.6% | 5.4% | -4.3% | -1.4% | -0.1% | -8.9% | 2.2%
COCCCNC(=O)c1nn(-c2ccc(C)cc2)c(=O)n(C)c1=O | . | 1.2% | . | . | 0.2% | 0.8% | 9.5% | .
C/C=C/c1ccc(OCCCNC)c(OC)c1 | i | -1.2% | 4.2% | ? | 1.6% | ? | -10.3% | .
COc1ccc(CNC(=O)CCNS(=O)(=O)c2ccc(Cl)cc2)cc1 | 1.5% | 0.2% | 4.0% | 1.1% | -1.7% | 11.3% | -1.7% | .

3 entries out of the list, sorted by SMILES length, highest first:
SMILES | RECQ1 helicase | TRb SRC2 PPI | RGS12 GoLoco inh | KDM4E inh | TexasRed fluor | Tau FP inhib | Tau fibril ThT | L3MBTL1 inh
CCOC(=O)Cc1csc(/N=C/c2c(O)n(-c3ccc(C)cc3C)c(=O)c3ccccc23)n1 | -3.4% | -0.4% | 10.4% | ? | -0.5% | 3.5% | -8.0% | -9.4%
Nn1c(SCc2cc([N+](=O)[O-])cc3c2OCOC3)nnc1-c1ccccn1 | i | 0.8% | 10.2% | 3.1% | 0.1% | -1.5% | -5.8% | 0.8%
N=C1C(=O)OCC1c1ccccc1NC(=O)Nc1ccccc1 (stereo not given) | -4.1% | -3.5% | 3.6% | ? | 0.2% | -5.9% | 6.7% | 3.1%

(more compounds)
SMILES | RECQ1 helicase | TRb SRC2 PPI | RGS12 GoLoco inh | KDM4E inh | TexasRed fluor | Tau FP inhib | Tau fibril ThT | L3MBTL1 inh
COc1cc(/C=N/NC(=O)Nc2ccccc2)ccc1OCCOc1ccccc1C | -1.1% | 3.4% | -20.5% | -13.0% | -3.5% | -2.1% | -11.5% | 15.8%
COc1cccc(/C=N/NC(=O)c2cc(-c3cccn3C)n[nH]2)c1O | i | -3.6% | 23.8% | 15.8µM* | -8.0% | 11.7% | ? | -23.9%
CC/C=C\CC[C@H](OC(=O)c1ccc(Br)cc1)C1=CCCCC1=O | 19.6%[11.5 µM] | 1.9%[11.2 µM] | . | . | 3.2%[11.2 µM] | -5.5%[11.6 µM] | -6.9%[11.5 µM] | .
O=C(Cn1cc([N+](=O)[O-])cn1)Nc1cccnc1 | -2.9% | 0.5% | -1.3% | -4.5% | 0.0% | -5.5% | -10.1% | .
Cc1cccc(NC(=O)C(NS(=O)(=O)c2ccc3c(c2)oc(=O)n3C)C(C)C)c1 (stereo not given) | . | 7.3% | . | . | 3.2% | -6.1% | -4.8% | .
O=C(CSc1nc2ccc(Cl)cc2[nH]1)NC1CCCc2ccccc21 (stereo not given) | -4.6% | -4.9% | 5.2% | -1.6% | 6.0% | ? | -6.3% | 8.7%
COc1ccc(N2C(=O)/C(=C/c3cccnc3)NC2=S)cc1 | -1.3% | 5.6% | -1.6% | 3.2% | -31.5% | -11.2% | -1.9% | -1.7%
CC(C)Cc1nnc(NC(=O)c2ccncc2)s1 | -1.9% | -4.9% | 2.7% | -1.1% | -4.0% | 3.6% | 0.4% | 4.6%
NC(=O)CSc1nnc(-c2cnccn2)n1-c1ccccc1 | -2.7% | -8.1% | 8.0% | -3.0% | -6.3% | -2.2% | 1.3% | 6.2%
CC(C)OCCCNC(=O)c1ccc(C2SCC(=O)N2Cc2ccco2)cc1 (stereo not given) | 4.8% | 12.5%[53 µM] | 15.7% | -12.8% | -1.0%[53 µM] | -5.4% | ? | -7.1%
Cc1cc(C)nc(SCC(=O)Nc2ncc(Cc3ccc(Cl)c(Cl)c3)s2)n1 | 1.9% | -1.5% | -3.0% | -6.3% | 1.7% | 4.4% | -0.1% | 1.2%
CCc1c(C)sc2nc(C(C)C)nc(SCC(=O)N3CCc4ccccc4C3)c12 | 7.9% | 1.3% | -1.3% | -0.7% | -1.2% | -2.9% | ? | -2.1%
CCC(Oc1ccccc1)C(=O)Nc1ccc(O)c(-c2nc3cc(C)ccc3o2)c1 (stereo not given) | . | 4.7% | . | . | 6.3% | -3.0% | 1.7% | .
Cc1ccc(C)n1-c1ccc(-n2cnnn2)cc1 | i | 3.0% | 15.1% | -22.7% | 0.8% | -20.5% | ? | -8.8%
CCOc1ccc(Nc2nn(-c3ccc(OC(F)(F)F)cc3)nc2C(C)=O)cc1 | . | 8.6% | . | . | -0.9% | -0.8% | -8.5% | .
Cc1nc(NC(=O)COC(=O)c2ccc(S(=O)(=O)N3CCc4ccccc4C3)cc2)c(Cl)cc1Cl | ? | -1.4% | 61.5%[activator] | ? | -6.8% | -1.2% | 4.6% | -7.9%
COc1cccc(CC2(CO)CCCN(Cc3cn(C)c4ccccc34)C2)c1 (stereo not given) | -3.7% | 1.5% | 7.1% | -6.3% | 0.6% | -12.4% | -5.9% | -20.8%
CCN(c1ccccc1)S(=O)(=O)c1ccc(NC(=O)c2ccco2)cc1 | i | -2.0% | 7.9% | ? | -2.2% | ? | -6.8% | 2.6%
Cc1ccc(-n2nc(C(=O)NCc3ccc(F)cc3Cl)c3c4ccccc4n(C)c3c2=O)cc1 | . | -3.3% | . | . | 0.4% | -7.4% | 5.8% | .

Structures shown so far that have a CF3 group (two):
SMILES | RECQ1 helicase | TRb SRC2 PPI | RGS12 GoLoco inh | KDM4E inh | TexasRed fluor | Tau FP inhib | Tau fibril ThT | L3MBTL1 inh
CCOC(=O)C(NC(=O)CC)(Nc1ccc(S(=O)(=O)Nc2onc(C)c2C)cc1)C(F)(F)F (stereo not given) | i | -12.0% | 3.1% | -5.3% | -0.6% | -1.6% | -8.2% | -2.8%
CCOc1ccc(Nc2nn(-c3ccc(OC(F)(F)F)cc3)nc2C(C)=O)cc1 | . | 8.6% | . | . | -0.9% | -0.8% | -8.5% | .
